Screens (PubChem)
APOBEC3G inh: APOBEC3G (human) deaminase inhibition; Q9HC16; recombinant A3G, ssDNA deamination FAM/TAMRA fluorescence; inhibition, % at 20 µM; 330,000 tested, 0.28% active;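 active = inhibition of at least 40% at 20 µM, with no more than 30% in the related APOBEC3A deaminase screen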;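 also: plate controls were DMSO wells with A3G for no effect and wells lacking A3G enzyme for full effect; some compounds called inactive have numbers as strong as hits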
Target sequence (Q9HC16 whole entry, looked up): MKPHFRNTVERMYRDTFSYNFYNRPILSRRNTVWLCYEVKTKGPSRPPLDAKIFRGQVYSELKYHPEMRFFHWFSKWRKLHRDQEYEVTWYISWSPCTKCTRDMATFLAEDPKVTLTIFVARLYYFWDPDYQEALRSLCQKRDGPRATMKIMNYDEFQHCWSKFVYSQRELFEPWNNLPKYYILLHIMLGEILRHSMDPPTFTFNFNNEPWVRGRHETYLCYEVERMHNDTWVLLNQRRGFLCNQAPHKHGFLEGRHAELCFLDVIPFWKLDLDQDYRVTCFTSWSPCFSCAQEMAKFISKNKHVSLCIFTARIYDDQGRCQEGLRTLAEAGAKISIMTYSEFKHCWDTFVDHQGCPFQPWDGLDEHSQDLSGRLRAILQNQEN
A3A deaminase: inhibitors of human APOBEC3A DNA deaminase | 330,000 tested, 0.41% active | recombinant A3A, FAM/TAMRA ssDNA deamination fluorescence | inhibition, % at 20 µM | P31941;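 active = at least 40% inhibition at 20 µM here, with at most 30% in a related deaminase screen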;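 also: plate controls were A3A with DMSO for no effect and wells lacking A3A enzyme for full effect; some results filed as inactive read as strong as hits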
Target sequence (P31941 whole entry, looked up): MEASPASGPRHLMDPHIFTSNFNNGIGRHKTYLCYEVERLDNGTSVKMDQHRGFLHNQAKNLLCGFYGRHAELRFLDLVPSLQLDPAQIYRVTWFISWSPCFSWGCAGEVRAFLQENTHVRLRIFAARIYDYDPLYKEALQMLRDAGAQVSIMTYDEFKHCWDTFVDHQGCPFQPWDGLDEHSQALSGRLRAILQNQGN
MPTP block: blocks calcium-induced mitochondrial swelling. isolated mouse mitochondria, Ca2+ swelling absorbance, 30 min. inhibition, % at 10 µM. 360,000 tested, 1.4% active;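 active = inhibition of 50% or more, scaled per plate between neutral and stimulator controls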;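 also: 0% = DMSO wells given calcium and 100% = 1 mM EGTA wells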
beta cell repl: inducers of beta-cell replication in MIN6 cells | proliferation, % at 10 µM | MIN6 cells proliferation, ATPlite luminescence, 48 h; cells starved in 0.2% serum; 100% = growth in 10% serum | 330,000 tested, 0.29% active;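 active = compounds whose signal lies at least 3.5 SD above the mean of all wells on their plate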;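 also: 0% = DMSO-treated cells in low-serum medium and 100% = 10% serum control; some compounds called inactive have numbers as strong as hits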
hIAP activ: human IAP activation | P09923 | purified human IAP, CDP-Star luminescence, 30 min; hits give high values; 1 = vehicle-only enzyme, 0 = enzyme-free background | activation factor at 10 µM | 330,000 tested, 0.16% active | AID 2524;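 active = activation factor of the enzyme at least 2-fold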; also: the source names both 10 and 20 µM as test concentration; values of inactives mirror those of a sister screen read the other way
mIAP block: mouse IAP inhibition. purified mouse IAP, CDP-Star luminescence, 30 min. 330,000 tested, 0.2% active. inhibition, % at 10 µM. AID 2806;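 active = inhibition of at least 40% at 10 µM in the primary screen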;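 also: plate controls were DMSO with enzyme for no effect and no enzyme wells for full effect; values of inactives mirror those of a sister screen read the other way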
hIAP inh: blocks human intestinal alkaline phosphatase. P09923. purified IAP, CDP-Star luminescence, 30 min. inhibition, % at 10 µM. 330,000 tested, 0.12% active. AID 2544;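 active = inhibition reaching a set limit with compound at 10 µM in the primary screen, cut at about 35% in these data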;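 also: plate controls were DMSO wells with enzyme for no effect and no-enzyme buffer wells for full effect; values of inactives mirror those of a sister screen read the other way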
mIAP activ: mouse IAP activation; muIAP, CDP-Star luminescence, 30 min; hits give high values; 1 = vehicle-only enzyme signal, 0 = enzyme-free wells; activation factor at 10 µM; 330,000 tested, 0.24% active;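 active = activation factor of at least 2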; also: the source names both 10 and 20 µM as test concentration; values of inactives mirror those of a sister screen read the other way
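Assay system: mouse IAP enzyme; Reagent: CDP-Star chemiluminescent phosphatase substrate; Compound: DMSO-dissolved test compounds; Incubation: 30 min, room temperature; Technique: luminescence from enzymatic CDP-Star hydrolysis; Controls: DMSO-only wells and no-enzyme negative control.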
ATG4B inhibitor: blocks human ATG4B protease cleavage of LC3 substrate | 340,000 tested, 0.51% active | inhibition, % at 8.33 µM | ATG4B cleavage of LC3-PLA2, NBD-HPC fluorescence, 1 h | AID 504462; in the data active = inhibition above about 40%
Target sequence (Q9Y4P1 whole entry, looked up): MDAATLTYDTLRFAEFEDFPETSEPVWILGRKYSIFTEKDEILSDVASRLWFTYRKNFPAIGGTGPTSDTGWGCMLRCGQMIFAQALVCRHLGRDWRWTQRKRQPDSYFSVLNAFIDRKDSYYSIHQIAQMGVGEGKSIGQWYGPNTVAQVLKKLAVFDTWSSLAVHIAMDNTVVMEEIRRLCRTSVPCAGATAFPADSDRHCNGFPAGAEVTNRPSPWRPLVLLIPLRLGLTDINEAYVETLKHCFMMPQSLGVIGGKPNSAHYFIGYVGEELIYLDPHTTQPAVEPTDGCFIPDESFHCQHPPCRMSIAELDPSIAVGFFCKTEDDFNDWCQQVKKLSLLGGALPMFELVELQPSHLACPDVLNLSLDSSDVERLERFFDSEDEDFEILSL
* = called active by the depositor.

The first three compounds, ahead of the listing:
Screening CCCC[C@@H]1CNC(=S)N1CCc1cccc(F)c1 returned APOBEC3G inh -9, A3A deaminase 0, MPTP block 1.2, beta cell repl -1, hIAP activ 0.98, mIAP block 9, hIAP inh 2, mIAP activ 0.91 and ATG4B inhibitor -5.
Screening Cc1cccc(/C(N)=N/OC(=O)CCc2ccccc2)c1 returned APOBEC3G inh 3, A3A deaminase 3, MPTP block 0.9, beta cell repl -1, hIAP activ 1.2, mIAP block -7, hIAP inh -21, mIAP activ 1.1 and ATG4B inhibitor -6.
Screening Cc1ccc(C(CC(=O)N2CCCC2)c2ccccc2)c(O)c1 (stereo not given) returned APOBEC3G inh -1, A3A deaminase -2, MPTP block -0.8, beta cell repl 2, hIAP activ 1.1, mIAP block -4, hIAP inh -12, mIAP activ 1 and ATG4B inhibitor 1.

Main list, from the start:
Screening CCCC[C@@H]1CNC(=S)N1CCc1cccc(F)c1 returned APOBEC3G inh -9, A3A deaminase 0, MPTP block 1.2, beta cell repl -1, hIAP activ 0.98, mIAP block 9, hIAP inh 2, mIAP activ 0.91 and ATG4B inhibitor -5.
Screening Cc1cccc(/C(N)=N/OC(=O)CCc2ccccc2)c1 returned APOBEC3G inh 3, A3A deaminase 3, MPTP block 0.9, beta cell repl -1, hIAP activ 1.2, mIAP block -7, hIAP inh -21, mIAP activ 1.1 and ATG4B inhibitor -6.
Screening Cc1ccc(C(CC(=O)N2CCCC2)c2ccccc2)c(O)c1 (stereo not given) returned APOBEC3G inh -1, A3A deaminase -2, MPTP block -0.8, beta cell repl 2, hIAP activ 1.1, mIAP block -4, hIAP inh -12, mIAP activ 1 and ATG4B inhibitor 1.
Screening Cc1cc(NC(=O)c2ccc([N+](=O)[O-])cc2Cl)no1 returned APOBEC3G inh -7, A3A deaminase 1, MPTP block 0.7, beta cell repl -4, hIAP activ 1, mIAP block 3, hIAP inh -4, mIAP activ 0.97 and ATG4B inhibitor -6.
For COc1ccc(-c2ccc(-c3cc(=O)oc4cc(OC)c(OC)c(OC)c34)cc2)cc1 the results were APOBEC3G inh -1, A3A deaminase -3, MPTP block 0.0, mIAP block 6, mIAP activ 0.94 and ATG4B inhibitor 1.
`Cc1ccc(Cl)cc1N1CCN(C(=O)Cn2ncn3cccc3c2=O)CC1` gave APOBEC3G inh 2, A3A deaminase -1, MPTP block 0.0, beta cell repl -3, hIAP activ 1.1, mIAP block 0, hIAP inh -6, mIAP activ 1 and ATG4B inhibitor -3.
For Cc1ccc2nc(-c3ccc(NC(=O)C(C)Sc4nncs4)cc3)sc2c1 (stereo not given) the results were APOBEC3G inh -6, A3A deaminase 7, MPTP block 2.9, beta cell repl -3, hIAP activ 0.87, mIAP block 6, hIAP inh 13, mIAP activ 0.94 and ATG4B inhibitor -1.
For CCc1sc(C(=O)NNC(=O)CNC(=O)c2ccccc2F)cc1C the results were APOBEC3G inh -8, A3A deaminase -2, MPTP block 0.6, beta cell repl -1, hIAP activ 0.98, mIAP block 8, hIAP inh 2, mIAP activ 0.92 and ATG4B inhibitor 6.
For Cc1csc(SC(C)C(=O)Nc2ccccc2C)n1 (stereo not given) the results were APOBEC3G inh -6, A3A deaminase -4, MPTP block -1.4, beta cell repl 7, hIAP activ 0.73, mIAP block 2, hIAP inh 27, mIAP activ 0.98 and ATG4B inhibitor -2.
CC1=NN(c2ccccc2)C(=O)/C1=C/c1cn(C)c2ccccc12 was read as APOBEC3G inh -4, A3A deaminase -2, MPTP block 0.9, beta cell repl -1, hIAP activ 0.83, mIAP block 19, hIAP inh 17, mIAP activ 0.81 and ATG4B inhibitor -10.
Screening COc1ccc(C(C)NC(=O)c2ccc(Br)cc2)cc1OC (stereo not given) returned APOBEC3G inh -3, A3A deaminase -5, MPTP block 2.0, beta cell repl 1, hIAP activ 1.2, mIAP block -3, hIAP inh -23, mIAP activ 1 and ATG4B inhibitor 2.
Cc1ccc(Cn2nnc3c(=O)n(CC(=O)N4CCCCC4)cnc32)cc1 was read as APOBEC3G inh -5, A3A deaminase -4, MPTP block -2.1, beta cell repl 1, hIAP activ 1, mIAP block 7, hIAP inh -4, mIAP activ 0.93 and ATG4B inhibitor -5.
`COC(=O)c1cccc(NC(=O)CC2C(=O)NCCN2C(=O)Nc2ccccc2)c1` (stereo not given) gave APOBEC3G inh -1, A3A deaminase -4, MPTP block 1.0, beta cell repl -3, hIAP activ 0.88, mIAP block 2, hIAP inh 12, mIAP activ 0.98 and ATG4B inhibitor -3.
C=CCn1c(=O)n(C(=O)OCC)c2cc(Br)ccc21 was read as APOBEC3G inh -1, A3A deaminase 2, MPTP block -0.3, beta cell repl -2, hIAP activ 1.1, mIAP block -10, hIAP inh -13, mIAP activ 1.1 and ATG4B inhibitor -2.
`N/C(Cc1ccc(Cl)cc1Cl)=N\OC(=O)c1ccccc1` gave APOBEC3G inh -9, A3A deaminase -4, MPTP block 1.7, beta cell repl -4, hIAP activ 0.96, mIAP block 11, hIAP inh 4, mIAP activ 0.89 and ATG4B inhibitor 11.
Screening COc1ccccc1C(=O)NC(=O)COC(=O)C1CC1C (stereo not given) returned APOBEC3G inh -10, A3A deaminase 0, MPTP block -0.6, beta cell repl -3, hIAP activ 1.1, mIAP block 1, hIAP inh -6, mIAP activ 0.99 and ATG4B inhibitor -2.
O=C(CCCn1c(=S)[nH]c2cc3c(cc2c1=O)OCO3)N1CCN(c2ncccn2)CC1 was read as APOBEC3G inh -7, A3A deaminase -4, MPTP block 0.5, beta cell repl -2, hIAP activ 0.97, mIAP block 5, hIAP inh 2, mIAP activ 0.95 and ATG4B inhibitor 14.
`CC[C@H](C)C1NC(=O)[C@H](CC(=O)O)NC(=O)c2cc([N+](=O)[O-])cc(I)c2NCCC(C(N)=O)NC1=O` (stereo not given in full) gave APOBEC3G inh 0, A3A deaminase 6, MPTP block -3.6, beta cell repl -3, hIAP activ 0.83, mIAP block 3, hIAP inh 17, mIAP activ 0.97 and ATG4B inhibitor -11.
`CCc1c(C)nc(SCC(=O)NNC(=O)c2ccco2)[nH]c1=O` gave APOBEC3G inh -4, A3A deaminase -3, MPTP block 0.1, beta cell repl -1, hIAP activ 1.7, mIAP block 24, hIAP inh -71, mIAP activ 0.76 and ATG4B inhibitor -5.
`CCOCCCNC(=O)c1cc2c(=O)n(CC)c3ccccc3c2s1` gave APOBEC3G inh -5, A3A deaminase -2, MPTP block 0.7, beta cell repl 3, hIAP activ 1, mIAP block -1, hIAP inh -4, mIAP activ 1 and ATG4B inhibitor -20.
`CC(=O)c1cccc(NC(=O)CN2C(=O)C3C4C=CC(C4)C3C2=O)c1` (stereo not given) gave APOBEC3G inh 2, A3A deaminase 1, MPTP block -1.4, beta cell repl -2, hIAP activ 1.1, mIAP block 4, hIAP inh -7, mIAP activ 0.95 and ATG4B inhibitor -12.
For O=C(Nc1ccc(F)cc1)c1cccc(N2C(=O)C3C4C=CC(C5CC45)C3C2=O)c1 (stereo not given) the results were APOBEC3G inh 3, A3A deaminase 4, MPTP block 0.8, beta cell repl -1, hIAP activ 1, mIAP block 3, hIAP inh -2, mIAP activ 0.97 and ATG4B inhibitor -3.
For O=S(=O)(NCCc1ccccc1F)c1cccc(S(=O)(=O)N2CCOCC2)c1 the results were APOBEC3G inh 1, A3A deaminase 1, MPTP block 1.1, beta cell repl 0, hIAP activ 0.96, mIAP block 3, hIAP inh 4, mIAP activ 0.97 and ATG4B inhibitor -8.
CCn1c(CNC(=O)c2ccccc2Cl)cc2ccccc21 was read as APOBEC3G inh -4, A3A deaminase 2, MPTP block 0.5, beta cell repl -3, hIAP activ 0.86, mIAP block 8, hIAP inh 14, mIAP activ 0.92 and ATG4B inhibitor 3.
For O=C(NC(=S)Nc1ccc(N2CCOCC2)cc1)c1ccc(Cl)cc1 the results were APOBEC3G inh -4, A3A deaminase -2, MPTP block 0.4, beta cell repl -5, hIAP activ 0.96, mIAP block 10, hIAP inh 4, mIAP activ 0.9 and ATG4B inhibitor -3.
Screening CNC(C)C#Cc1ccc2c(=O)c3ccccc3oc2c1 (stereo not given) returned APOBEC3G inh -12, A3A deaminase 2, MPTP block 0.0, beta cell repl -8, hIAP activ 1.1, mIAP block 6, hIAP inh -6, mIAP activ 0.94 and ATG4B inhibitor -3.
For O=C(O)c1ccc(C(=O)c2ccc3c(c2)C(=O)N(Cc2ccco2)C3=O)cc1 the results were APOBEC3G inh 0, A3A deaminase 2, MPTP block -1.2, beta cell repl -2, hIAP activ 1.1, mIAP block 1, hIAP inh -6, mIAP activ 0.99 and ATG4B inhibitor -3.
For Cc1nc2scc(C)n2c(=O)c1S(=O)(=O)NCC1CCN(Cc2ccc(F)cc2)CC1 the results were APOBEC3G inh -6, A3A deaminase -8, MPTP block -0.5, beta cell repl -2, hIAP activ 1.1, mIAP block -2, hIAP inh -13, mIAP activ 1 and ATG4B inhibitor 8.
For O=c1oc(-c2cccc(S(=O)(=O)N3CCOCC3)c2)nc2ccccc12 the results were APOBEC3G inh -1, A3A deaminase 10, MPTP block -2.8, beta cell repl -2, hIAP activ 0.91, mIAP block 0, hIAP inh 9, mIAP activ 1 and ATG4B inhibitor -1.
COc1cccc(C2C(C(=O)Nc3cccnc3)=C(C)Nc3nnnn32)c1OC (stereo not given) was read as APOBEC3G inh 1, A3A deaminase -1, MPTP block -1.4, beta cell repl -1, hIAP activ 0.94, mIAP block 8, hIAP inh 6, mIAP activ 0.92 and ATG4B inhibitor -5.
Screening COc1ccccc1N1CCN(C2CCCN(C(=O)c3cc(C)oc3C)C2)CC1 (stereo not given) returned APOBEC3G inh -7, A3A deaminase -5, MPTP block -1.3, beta cell repl -2, hIAP activ 1.4, mIAP block -7, hIAP inh -36, mIAP activ 1.1 and ATG4B inhibitor 23.
For CC(=O)N1CCN(C(=O)c2ccc(S(=O)(=O)Nc3cccc(C(F)(F)F)c3)cc2)CC1 the results were APOBEC3G inh -5, A3A deaminase -1, MPTP block -2.4, beta cell repl -3, hIAP activ 0.83, mIAP block 0, hIAP inh 17, mIAP activ 1 and ATG4B inhibitor 2.
For COc1ccccc1C/C(N)=N/OC(=O)COc1ccc(C)cc1C the results were APOBEC3G inh 4, A3A deaminase 7, MPTP block -1.9, beta cell repl 1, hIAP activ 0.95, mIAP block 18, hIAP inh 5, mIAP activ 0.82 and ATG4B inhibitor 1.
For CC1=C(O)C(=O)OC1c1c(Cl)cccc1Cl (stereo not given) the results were APOBEC3G inh -3, A3A deaminase -2, MPTP block 1.7, beta cell repl 0, hIAP activ 0.94, mIAP block 6, hIAP inh 6, mIAP activ 0.94 and ATG4B inhibitor -3.
`COc1cccc(/C=C2\N=C(SC)SC2=O)c1OC` gave APOBEC3G inh -3, A3A deaminase 0, MPTP block 1.5, beta cell repl -3, hIAP activ 0.95, mIAP block 6, hIAP inh 5, mIAP activ 0.94 and ATG4B inhibitor 15.
COc1cc2cccc(OC)c(=O)c2c(OC)c1OC was read as APOBEC3G inh -8, A3A deaminase -3, MPTP block -0.6, beta cell repl 2, hIAP activ 1, mIAP block -12, hIAP inh -3, mIAP activ 1.1 and ATG4B inhibitor -6.
Screening CCN(C[C@H]1N[C@@](Cc2ccccc2)(C(=O)OC)[C@H]2C(=O)N(C)C(=O)[C@@H]12)C(=O)Nc1ccc(F)cc1 returned APOBEC3G inh -8, A3A deaminase -4, MPTP block -0.1, beta cell repl 1, hIAP activ 1, mIAP block -2, hIAP inh -1, mIAP activ 1 and ATG4B inhibitor -9.
For CCOC(=O)c1ccc(CNC(=O)Cn2nnc(-c3ccccc3)n2)o1 the results were APOBEC3G inh 0, A3A deaminase -2, MPTP block -2.2, beta cell repl -4, hIAP activ 0.96, mIAP block -12, hIAP inh 4, mIAP activ 1.1 and ATG4B inhibitor -22.
